# Dicer processing: human Dicer pre-microRNA cleavage inhibition; cat-ELCCA pre-miR-21 Dicer processing, chemiluminescence; hits give high values; z-score at 25 µM; 47,000 compounds, 6% hits; in the data active = z-score above about 3, passing the limit was not always enough;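 note: plate controls were vehicle for no effect and no enzyme for full effect; higher signal means more uncleaved substrate so more Dicer inhibition; strong numbers were not always called active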
# Target sequence (Q9UPY3 whole entry, looked up): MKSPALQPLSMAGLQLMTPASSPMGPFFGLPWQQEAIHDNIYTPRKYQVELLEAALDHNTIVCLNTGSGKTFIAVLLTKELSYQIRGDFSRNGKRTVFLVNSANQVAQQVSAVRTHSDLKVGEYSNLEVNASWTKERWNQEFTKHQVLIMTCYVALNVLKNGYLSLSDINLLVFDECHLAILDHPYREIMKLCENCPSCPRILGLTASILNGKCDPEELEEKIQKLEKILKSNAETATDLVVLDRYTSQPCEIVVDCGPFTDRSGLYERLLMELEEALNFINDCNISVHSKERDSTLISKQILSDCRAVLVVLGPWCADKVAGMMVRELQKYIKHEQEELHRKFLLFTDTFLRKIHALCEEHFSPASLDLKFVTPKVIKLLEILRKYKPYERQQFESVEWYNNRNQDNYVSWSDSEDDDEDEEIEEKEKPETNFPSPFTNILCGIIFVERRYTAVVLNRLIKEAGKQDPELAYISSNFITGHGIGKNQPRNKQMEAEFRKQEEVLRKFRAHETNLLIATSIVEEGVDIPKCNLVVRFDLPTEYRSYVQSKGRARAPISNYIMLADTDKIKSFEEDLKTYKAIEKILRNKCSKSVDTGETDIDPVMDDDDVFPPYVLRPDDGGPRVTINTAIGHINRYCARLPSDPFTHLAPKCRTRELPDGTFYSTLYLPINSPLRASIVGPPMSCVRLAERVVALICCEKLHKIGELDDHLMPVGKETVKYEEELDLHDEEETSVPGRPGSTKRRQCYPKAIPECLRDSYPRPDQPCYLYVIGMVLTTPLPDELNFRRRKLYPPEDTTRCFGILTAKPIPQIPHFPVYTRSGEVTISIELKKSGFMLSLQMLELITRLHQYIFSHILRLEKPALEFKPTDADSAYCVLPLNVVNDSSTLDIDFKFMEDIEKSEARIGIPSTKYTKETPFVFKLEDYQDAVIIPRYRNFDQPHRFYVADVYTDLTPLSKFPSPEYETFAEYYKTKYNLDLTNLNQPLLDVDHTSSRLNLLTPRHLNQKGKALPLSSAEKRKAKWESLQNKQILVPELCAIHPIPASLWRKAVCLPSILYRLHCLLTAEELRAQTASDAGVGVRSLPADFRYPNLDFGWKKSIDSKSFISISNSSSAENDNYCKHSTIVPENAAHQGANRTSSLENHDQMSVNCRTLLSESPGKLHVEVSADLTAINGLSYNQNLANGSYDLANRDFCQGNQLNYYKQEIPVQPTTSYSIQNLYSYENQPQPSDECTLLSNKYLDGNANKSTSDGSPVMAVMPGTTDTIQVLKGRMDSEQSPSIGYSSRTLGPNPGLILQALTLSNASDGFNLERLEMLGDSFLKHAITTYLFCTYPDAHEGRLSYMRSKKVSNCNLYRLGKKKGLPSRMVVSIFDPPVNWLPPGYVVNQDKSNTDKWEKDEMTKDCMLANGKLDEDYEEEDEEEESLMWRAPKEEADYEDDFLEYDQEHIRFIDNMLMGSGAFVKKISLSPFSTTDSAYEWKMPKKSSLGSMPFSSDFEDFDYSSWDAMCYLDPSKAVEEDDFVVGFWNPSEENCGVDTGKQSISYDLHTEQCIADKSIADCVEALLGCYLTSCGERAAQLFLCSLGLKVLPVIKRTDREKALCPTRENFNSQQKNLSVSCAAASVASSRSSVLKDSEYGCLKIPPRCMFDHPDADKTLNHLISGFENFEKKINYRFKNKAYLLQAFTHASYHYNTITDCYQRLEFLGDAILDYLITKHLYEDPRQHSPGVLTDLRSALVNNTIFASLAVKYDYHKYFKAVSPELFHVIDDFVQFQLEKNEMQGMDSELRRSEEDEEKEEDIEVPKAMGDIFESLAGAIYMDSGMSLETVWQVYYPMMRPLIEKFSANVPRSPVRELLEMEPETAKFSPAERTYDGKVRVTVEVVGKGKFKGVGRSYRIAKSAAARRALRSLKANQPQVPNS
# Starred values were filed as active, the others as inactive; & = joins results of further samples. An excerpt; count on the stated rates, not on these rows.
canonical_smiles | Dicer processing
COc1ccc(C(CC(=O)c2cccs2)SCc2ccco2)cc1 (stereo not drawn) | -2.13
CSc1nnnn1-c1c(C)cc(C)cc1C | -2.88
COC(=O)c1cnc(Oc2ccc(N)cc2)cc1C(F)(F)F | -0.16
Cc1nc(C2CC2)ncc1-c1nsc(Nc2ccccc2)n1 | 0.11
N#CCOc1ccc(C(F)(F)F)cn1 | -1.92
COc1ccc(/C=C2\N=C(SC)SC2=O)cc1OC | 0.22
CCOc1ccccc1N1C(=O)C2C3c4ccccc4C(CO)(c4ccccc43)C2C1=O (stereo not drawn) | -0.65
N#CC1=C(Nc2ccccc2Cl)SC(c2ccncc2)NC1=O (stereo not drawn) | 0.01
Cc1ccc2nc3c(cc2c1)c(=O)n(C)c1c3c(=O)n(C)c(=O)n1C | -0.65
CCn1nc(C)c(Br)c1C(=O)O | 0.12
O=C(CCSc1nnc(NC(=O)Cn2c(=O)oc3ccccc32)s1)Nc1ccccc1 | 2.59
CN(C)c1ccc(NC2CC(=O)N(c3ccc(F)cc3)C2=O)cc1 (stereo not drawn) | -1.65
c1ccc2c(-c3csc(-c4ccc5c(c4)OCCO5)n3)csc2c1 | -0.77
Cc1cccc(Cl)c1S(=O)(=O)NNC(=O)Cn1nnc(-c2cccc(Cl)c2Cl)n1 | -0.34
CSC1=C(C#N)C(=O)NC2(CCCCC2)S1 | 0.92

# 2 records picked at random from the list so far, as already listed:
canonical_smiles | Dicer processing
Cc1ccc2nc3c(cc2c1)c(=O)n(C)c1c3c(=O)n(C)c(=O)n1C | -0.65
COc1ccc(C(CC(=O)c2cccs2)SCc2ccco2)cc1 (stereo not drawn) | -2.13

# Other results.
canonical_smiles | Dicer processing
CC(C)C12CN3CC(C(C)C)(CN(C1)C3c1ccc(N(C)C)cc1)C2=O (stereo not drawn) | -0.83
Cc1ccc(C(=O)NNc2ncnc3sccc23)cc1 | 0.13
CC(C)N1C(=O)C(O)(CC(=O)c2cccs2)c2ccccc21 (stereo not drawn) | 2.59
O=C(CSC1=NCCc2ccccc21)c1ccc(Cl)cc1 | -4.5
CCn1c(C)[n+](CC(O)COc2cccc(OC)c2)c2ccccc21 (stereo not drawn) | -0.08
O=C(Cn1nnc(-c2cc(C(F)(F)F)cc(C(F)(F)F)c2)n1)c1ccccc1 | 2.34
C=C1SC(Nc2ccc(C)cc2C)=NC1(CC)CC | -1.88
CC1=NN(c2ccccc2)C(=O)/C1=C/N(C)C | -0.99
Cn1cnc2c(NCc3ccco3)ncnc21 | -1.5
Nc1nc2c(c(=O)[nH]1)C(c1ccc(OCc3ccccc3F)cc1)CC(=O)N2 (stereo not drawn) | 2.76
Cc1[nH]cnc1CN1CCc2c(c3ccccc3n2C)C1=O | -1.14
Cc1ccc(Nc2n[nH]c(=S)s2)c(C)c1 | -2.68
CCn1c(=O)c2c(O)cc(=O)oc2c2ccccc21 | -0.55
c1ccc(-c2c(-c3ccccc3)n(Cc3ccco3)c3ncn4nc(-c5ccco5)nc4c23)cc1 | 5.57*
Clc1ccc(OCCSc2nc3ccccc3o2)cc1 | -0.04

# More structures.
canonical_smiles | Dicer processing
Cc1c(C)c(C)c(CSC(=N)N)c(C)c1C | -0.99
CC(CO)(CO)NC(=S)Nc1cc(Cl)cc(Cl)c1 | -0.34
Clc1ccc(Nc2ncnc3c2nnn3Cc2ccccc2)cc1 | -0.9
Cc1cc(C)cc(Oc2coc3cc(O)ccc3c2=O)c1 | 4.34*
CCOC(=O)C1=C(O)CSC1=Nc1cccc(Cl)c1 | 1.63
c1ccc2c(c1)c1ccccc1c1nn3nnnc3nc21 | -0.47
OC1(C(F)(F)F)CC(c2cc3c(cc2Br)OCCO3)=NN1 (stereo not drawn) | -0.88
N[C@@H](Cc1cc(I)c(Oc2ccc(O)c(I)c2)c(I)c1)C(=O)O | 3.25*
CCN(CC#CC(O)(c1ccccc1)C1CCCC1)C(C)C (stereo not drawn) | 14.6
CSC(=Nc1ccc(Cl)cc1)N(C)C | 0.1
O=c1c(N2CCCCC2)coc2ccccc12 | 1.15
CC(=O)/C(C)=N/NC(=O)Cc1cccs1 | -0.74
CC1=C(C(=O)OCCc2ccccc2)C(c2ccccc2Br)C2=C(CCCC2=O)N1 (stereo not drawn) | -0.45
Cc1ccc(S(=O)(=O)Nc2cc(C)ccc2C)cc1 | 0.42
O=C(Nc1ccccc1SCc1noc(-c2cccs2)n1)c1c(F)cccc1F | -0.91

# Other results follow.
canonical_smiles | Dicer processing
CCOC(=O)c1cn2nc(Oc3ccccc3)ccc2n1 | -0.54
CN1c2ccccc2C(=O)/C(=C\Nc2ccc(F)cc2)S1(=O)=O | -0.5
O=C(O)CCSc1nc2ccccc2n1C1CCCCC1 | -0.65
CC(=O)c1c(C(=O)O)c(C)n(C2CC2)c1C | 0.04
CCOC(=O)c1cc2cc(OC(F)(F)F)ccc2[nH]1 | -2.34
CSc1sc(-c2n[nH]c(=S)n2C)c2c1C=CCC2 | -2.12
CC(C)(C)c1cc(C(=O)NN)n(Cc2ccc(F)cc2)n1 | -0.27
CCOC(=O)NNC(=S)Nc1cccc(Cl)c1 | -0.03
CCOC(=O)C1CCN(C(=O)C2Cc3ccccc3N2C(=O)OCc2ccccc2)CC1 (stereo not drawn) | 0.26
Cn1c(=O)[nH]c(=O)c2c1ncn2Cc1ccc(F)cc1 | 0.25
O=S(=O)(c1ccc(Cl)cc1)n1ccc(-c2cnc3cc(Cl)c(Cl)cc3n2)c1 | 0.05
Cc1nn2c3c(cnc2c1-c1ccccc1)C(=O)CC(c1ccc(Cl)cc1)C3 (stereo not drawn) | 0.4
O=c1oc2ccccc2c2c1ncn2CCN1CCCCC1 | -0.72
O=C(c1ccc(O)cc1)c1ccc(O)cc1O | -0.49
O=c1oc(-c2ccco2)cc(-c2ccccc2)c1-c1ccccc1 | 0.53

# Further structures follow.
Structure | Dicer processing
COCCOC(=O)C1=C(C)NC2=C(C(=O)CC(c3ccc(OC)cc3)C2)C1c1ccc2c(c1)OCO2 (stereo not drawn) | 0.4
N#CCC(=O)Nc1ccc([N+](=O)[O-])cc1 | -0.04
Brc1ccc(CSc2nnc([C@@H]3CCCN3)o2)cc1 | -1.51
Cc1nc2ccc(Br)cc2c(=O)n1-c1ccccc1N1CCCCC1 | -0.17
Cn1c(=O)c2c(nc(N/N=C/c3c(Cl)cccc3Cl)n2Cc2ccccc2)n(C)c1=O | 0.52
CCNc1nc(SCC(=O)NC(=O)NC)nc2sc3c(c12)CCN(C)C3 | -1.6
COc1ccc(/C(C)=N/N=C(\C)c2ccc(OC)cc2)cc1 | -0.68
CCc1nc2nc(CSc3ccc(C)cc3)cc(=O)n2[nH]1 | 1.28
CCSc1ccc(-c2noc(C(C)(C)C)n2)cn1 | -0.58
Cc1ccc2c(c1)CCCN2C(=O)c1scc(S(=O)(=O)c2ccc(Cl)cc2)c1C | -1.74
CCOC(=O)c1c(NC(=O)C(C)(C)C)sc2c1CCC2 | -0.66
O=C(NCc1ccccc1)c1sc2sccc2c1Cl | 0.32

# (cont.)
Structure | Dicer processing
CCCc1nn2c(=O)c(NC(=O)c3ccc(C(C)(C)C)cc3)cnc2s1 | -0.64
FC(F)(F)c1cnc(SCc2ccc(Cl)cc2Cl)c(C(F)(F)F)c1 | -6.99
COc1ccc(-c2nc3n(n2)C(=O)CC(c2cccc4ccccc24)S3)cc1 (stereo not drawn) | 4.24*
Cn1c(=O)c(N2CCCCC2)c2c3c(cccc31)C(=O)c1ccccc1-2 | -1.94
CCc1nc2cc(C)c(C)cc2nc1CC | -1.11
Nc1nc2n(n1)C(c1cccc(Br)c1)CC(c1ccc(F)cc1)N2 (stereo not drawn) | 0.83
CN([C@H]1CCN2CCc3ccccc3C2C1)S(C)(=O)=O (stereo partly drawn) | 3.92*
O=[N+]([O-])c1ccc(N/N=C/c2ccc(Cl)cc2)nc1 | 1.63
C=CCn1c(-c2ccc3ncccc3c2)n[nH]c1=S | 0.87
CC1CN=C(N(C(=O)Nc2cccc(Cl)c2)C(C)c2ccccc2)S1 (stereo not drawn) | -0.34
CCOc1ccc(N2C(=O)C3C(c4ccccc4C)OC4(C(=O)c5ccccc5C4=O)C3C2=O)cc1 (stereo not drawn) | 0.16
N#CCCN/N=C/c1ccc2c(c1)OCO2 | 0.11

# Following part.
Structure | Dicer processing
O=C(C1CCN(S(=O)(=O)c2ccc(Cl)cc2)CC1)N1CCOCC1 | 0.57
Cc1cccnc1NC(=S)Nc1ccccc1Cl | 0.39
Cc1cccc(Cl)c1NC(=S)Nc1cccc(C(F)(F)F)c1 | -1.9
Cc1cc(Nc2ccc(Cl)c(C(=O)O)c2)n2ncnc2n1 | 1.88
CCCOC(=O)C1=C(C)NC2=C(C(=O)CC(C)(C)C2)C1c1ccc(N(C)C)cc1 (stereo not drawn) | -0.19
Cc1cc2oc3c(c(=O)c2cc1C)C(c1ccc(F)cc1)N(CCCN1CCOCC1)C3=O (stereo not drawn) | -0.41
O=C(CSc1nc2ccccc2c(=O)[nH]1)c1ccc(-c2ccccc2)cc1 | -0.02
O=C(Nc1ccccc1)Nc1csc(-c2ccc(C(F)(F)F)cc2)n1 | -2.01
CCC(CO)NCC(O)Cn1cnc2c1c(=O)n(C)c(=O)n2C (stereo not drawn) | 2.07
Cc1cccc2cc(-c3noc(-c4ccccc4F)n3)c(=O)[nH]c12 | -0.73
COc1ccc(C2CC(=O)C3=C(C2)Nc2ccccc2NC3c2ccc(OC(C)=O)cc2)cc1OC (stereo not drawn) | -0.1
C=CCNC(=O)C(=O)NCCc1c[nH]c2ccccc12 | 3.71*

# As entered above:
# Cc1ccc2nc3c(cc2c1)c(=O)n(C)c1c3c(=O)n(C)c(=O)n1C in Dicer processing shows -0.65
# CN1c2ccccc2C(=O)/C(=C\Nc2ccc(F)cc2)S1(=O)=O in Dicer processing shows -0.5
# COc1ccc(/C=C2\N=C(SC)SC2=O)cc1OC in Dicer processing shows 0.22
# CSC1=C(C#N)C(=O)NC2(CCCCC2)S1 in Dicer processing shows 0.92

# More structures:
Structure | Dicer processing
CCCCNC(=O)NC1Cc2ccccc2C1 | -0.91
CN(C)c1ccc(CNc2nc3ccccc3n2C)cc1 | -0.16
CSC1=C(C#N)C(c2ccc(C(C)C)cc2)CC(=O)N1 (stereo not drawn) | -0.77
CCCCNC(=O)C1CCCNC1=O (stereo not drawn) | 0.83
CN(C)CCCN1C(=O)C(O)=C(C(=O)c2ccco2)C1c1ccc(Cl)cc1 (stereo not drawn) | -0.88
CC1=C(C(=O)OC2CCCCC2)C(c2ccccc2C)C2=C(CCCC2=O)N1 (stereo not drawn) | -0.47
CC(C)(C)c1ccc(C2=NC(=O)C(CC(=O)O)S2)cc1 (stereo not drawn) | 0.16
O=C(CSc1c(F)c(F)c(C(=O)O)c(F)c1F)c1cccc([N+](=O)[O-])c1 | -2.31
O=[N+]([O-])c1ccc(Sc2ncc3ccccn23)nc1 | -0.51
CC1=C(C(=O)OCC(C)C)C(c2ccc(F)cc2)C2=C(CC(c3ccccc3)CC2=O)N1 (stereo not drawn) | 0.98
Cc1cccc(NC(=O)c2cccs2)c1C(=O)O | 0.99
O=C(Nc1ccc(OC(F)F)cc1)NC1CCN(C(=O)OCc2ccccc2)CC1 | -1.94

# Among those listed so far, 6 contain bromine:
Structure | Dicer processing
CCn1nc(C)c(Br)c1C(=O)O | 0.12
OC1(C(F)(F)F)CC(c2cc3c(cc2Br)OCCO3)=NN1 (stereo not drawn) | -0.88
CC1=C(C(=O)OCCc2ccccc2)C(c2ccccc2Br)C2=C(CCCC2=O)N1 (stereo not drawn) | -0.45
Brc1ccc(CSc2nnc([C@@H]3CCCN3)o2)cc1 | -1.51
Cc1nc2ccc(Br)cc2c(=O)n1-c1ccccc1N1CCCCC1 | -0.17
Nc1nc2n(n1)C(c1cccc(Br)c1)CC(c1ccc(F)cc1)N2 (stereo not drawn) | 0.83

# More entries:
Structure | Dicer processing
Nn1c(C(=O)N2CCCC2)nc2ccccc2c1=O | 2.3
O=C(c1ccc(F)cc1)C(C(=O)N1CCCCC1)n1cc(Cl)ccc1=O (stereo not drawn) | 0.36
O=C1CC(NCC2CCCCC2)C(=O)N1c1ccccc1 (stereo not drawn) | 3.63*
C=CCNC(=S)NNC(=O)COc1c(Br)cc(C)c2c1CCC2 | 0.87
O=C(Oc1cccc2cccnc12)c1ccccc1Br | -0.83
O=C(O)c1ccc([N+](=O)[O-])cc1Oc1cccc([N+](=O)[O-])c1 | 1.39
Cn1nc(C2CC2)cc1NC(=O)CC(CC(=O)O)c1ccccc1 (stereo not drawn) | -1.06
Cc1c(Cl)cccc1N1CCn2c1nc1c2c(=O)n(CC(=O)O)c(=O)n1C | -0.96
ON=C1CCN(Cc2ccccc2)CC1 | 0.85&-0.84
O=C1CNC(=S)N1Cc1cccc(Cl)c1 | 0.48
O=C1OCCN=C(c2ccccc2)c2ccccc21 | -0.38
COC(=O)c1c(C)oc2ccc(NS(=O)(=O)c3cccs3)cc12 | -0.33

# Later entries:
Structure | Dicer processing
COc1ccccc1NC(=O)N1CCCN(C(=O)c2cccs2)CC1 | -1.07
O=C1/C(=C\c2ccc(F)cc2)N=C(c2ccccc2)N1Cc1ccc(F)cc1 | -0.65
C#CCSC1=N/C(=C/N(C)C)C(=O)N1 | 8.98
CC1=N/C(=C\C=C\c2ccccc2)C(=O)O1 | -0.41
O=C1OC(Nc2ccc(F)c(F)c2)c2ccccc21 (stereo not drawn) | -0.14
N/C(=N\OC(=O)c1csnn1)c1ccc(Cl)cc1 | 2
COCc1cc(=O)[nH]c(-c2ccc(Cl)cc2)n1 | 0.49
OCC1C2c3ccccc3C(c3ccccc32)C1CO (stereo not drawn) | -0.4
C=C1c2ccccc2C(=O)N1c1ccc(F)cc1 | 0.58
N[C@H](C(=O)O)[C@H](O)C(=O)O | -0.41
CC(=O)N1CCSC1C(=O)NNC(=O)c1ccc2c(c1)OCO2 (stereo not drawn) | -2.05
O=C(Nc1ccc(S(=O)(=O)Nc2nccs2)cc1)c1cc2ccccc2c(=O)o1 | 1.09

# Carrying on:
Structure | Dicer processing
O=c1cc2nn[nH]n2nc1-c1ccccc1 | -0.08
CC(=O)Nc1ccc(NC(=O)CCC(=O)O)cc1 | -1.33
CN(CCOC(=O)c1cc2ccccc2o1)C(C)(C)C | 2.67
COC(=O)c1cnn2c(C(F)(F)F)cc(-c3ccc(C)cc3)nc12 | -0.13
COC(=O)c1sccc1-c1ccc(/C(C)=N/Nc2ccc(F)cc2F)o1 | 6.19
O=C(O)C(=O)NCC1COc2ccccc2O1 (stereo not drawn) | 0.15
